# Screening data deposited in PubChem by National Center for Advancing Translational Sciences (NCATS).
# ERG-DNA inh – inhibitors of human ERG Ets domain-DNA interaction. AID 624246. hit rate 0.028% among 370,000. Potency, µM (top dose mostly 76.9 µM), inactives show at the top dose FP activity, negative = inhibition, hits mostly inhibitors. P11308. fluorescence polarization, His-ERG Ets domain / labelled DNA; active = well fitted inhibition curve with a large enough effect in the polarisation, with a control signal flat; inconclusive = small, poorly fitted or top-dose-only effect, or effect the other way, or a change in a side signal; inactive = no such curve, though single readings can be large or run the other way; the % refers to the polarisation;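 note: polarization taken with two DNA probes labelled with fluorescein and Texas red; % of control where 0% means no effect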
#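 His-tagged ERG Ets domain (1 uM in the protein solution; 300mM KCl, 50mM Tris-HCl, 1mM EDTA, 1mM DTT, pH 7.5) received compound, then a probe mix of 5 nM fluorescein-DNA and 100nM Texas-615-DNA. Fluorescence polarization was read for both dyes.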
# GLS inhibitor – inhibitors of human glutaminase (GLS); Potency, µM (titrated, usually from 45.5 µM), for inactives: at the top dose activity change, negative = inhibition, actives largely listed as inhibitors; O94925; GLS enzymatic activity, qHTS titration; AID 624170; hit rate 0.21% among 410,000; note: % is set by controls: 0 for no effect and ±100 for the full control effect
#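 hKGA; 45 mM KH2PO4 pH 8.2 + 0.02% Tween-20; cpd via pin tool; 1 mM Gln soln; GluOx/HRP/Amplex Red; RT 30 min; fluor. t0 & final.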
# ALOX12 inh – ALOX12 (human) lipoxygenase inhibition; P18054; purified 12hLO, xylenol orange hydroperoxide absorbance; hit rate 1.1% among 580,000; Potency, µM (series often up to 108 µM), inactives show at the top dose activity change, negative = inhibition, most hits filed as inhibitors; note: % is set by controls: 0 for no effect and ±100 for the full control effect
#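 Hydroperoxide product was detected by ferrous iron/xylenol orange as the 573 to 405 nm absorbance ratio. Arachidonic acid at 40 uM (final) was turned over for 30 min at room temperature by 150 nM human 12hLO, pH 7.0 Hepes buffer, after 15 min compound preincubation.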
# JMJD2A Tudor – inhibitors of human JMJD2A Tudor domain. O75164. AlphaScreen JMJD2A-Tudor / H3K4me3 peptide binding. Potency, µM (highest dose often 114 µM), for inactives: at the highest dose activity change, negative = inhibition, usual class: inhibitors. hit rate 4.4% among 390,000; note: % is set by controls: 0 for no effect and ±100 for the full control effect; nearly all actives have a fitted effect of over 50% in size
# Target sequence (O75164 whole entry, looked up, the tested form may be a part): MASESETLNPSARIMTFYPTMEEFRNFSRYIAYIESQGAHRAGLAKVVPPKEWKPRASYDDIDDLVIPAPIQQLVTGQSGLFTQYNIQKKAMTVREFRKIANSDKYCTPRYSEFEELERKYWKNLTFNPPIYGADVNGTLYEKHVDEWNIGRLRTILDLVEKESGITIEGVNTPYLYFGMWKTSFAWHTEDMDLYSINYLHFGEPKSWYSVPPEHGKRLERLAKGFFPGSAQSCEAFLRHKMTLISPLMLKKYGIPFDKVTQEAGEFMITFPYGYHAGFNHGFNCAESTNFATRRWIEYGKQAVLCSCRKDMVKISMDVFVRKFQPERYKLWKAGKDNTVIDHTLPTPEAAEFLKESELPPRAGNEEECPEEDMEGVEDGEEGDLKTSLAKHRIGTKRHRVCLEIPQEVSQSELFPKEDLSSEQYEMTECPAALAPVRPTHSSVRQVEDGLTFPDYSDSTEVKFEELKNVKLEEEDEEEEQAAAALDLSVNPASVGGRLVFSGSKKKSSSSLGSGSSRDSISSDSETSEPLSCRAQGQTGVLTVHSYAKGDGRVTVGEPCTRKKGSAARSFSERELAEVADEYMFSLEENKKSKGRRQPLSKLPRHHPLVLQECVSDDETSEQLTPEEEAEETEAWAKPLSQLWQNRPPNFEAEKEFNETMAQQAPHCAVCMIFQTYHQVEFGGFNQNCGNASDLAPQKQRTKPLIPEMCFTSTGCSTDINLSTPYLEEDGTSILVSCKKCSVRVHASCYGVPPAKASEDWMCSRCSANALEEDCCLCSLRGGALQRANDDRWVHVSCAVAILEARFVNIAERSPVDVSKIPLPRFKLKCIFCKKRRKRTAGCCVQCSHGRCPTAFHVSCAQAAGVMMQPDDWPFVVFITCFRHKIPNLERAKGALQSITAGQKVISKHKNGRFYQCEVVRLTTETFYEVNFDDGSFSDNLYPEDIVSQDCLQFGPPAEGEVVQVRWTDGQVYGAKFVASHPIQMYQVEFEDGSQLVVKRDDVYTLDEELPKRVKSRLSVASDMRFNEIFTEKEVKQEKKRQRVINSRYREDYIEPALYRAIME
# Pin1 inhibitor – human Pin1 inhibition; AID 504891; Potency, µM (titrated, usually from 115 µM), for inactives: top-dose activity, negative = inhibition, most hits filed as inhibitors; hit rate 0.009% among 390,000; Pin1 FP peptide displacement, HiFluor488, 10 min; Q13526; active = well fitted inhibition curve with a large enough effect in the polarisation, with a control signal flat, not every such curve was filed as active; inconclusive = small, poorly fitted or top-dose-only effect, or effect the other way, or a change in a side signal; inactive = no such curve, though single readings can be large or run the other way; the % refers to the polarisation; note: % is set by controls: 0 for no effect and ±100 for the full control effect
# RGS4 inh – blocks human RGS4-accelerated GTP hydrolysis; P49798; Transcreener GDP fluorescence polarization, RGS4-accelerated GTP hydrolysis; Potency, µM (doses to about 114 µM), inactives show top-dose activity change, negative = inhibition, most hits filed as inhibitors; hit rate 0.039% among 390,000; AID 504845; note: % is set by controls: 0 for no effect and ±100 for the full control effect; nearly all actives have a fitted effect of over 75% in size; some results filed as inactive show a strong effect at the top dose
#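 MLSMR compounds (23 nl, pin-transferred) preincubated 10 min at room temperature with a 500nM (2x) first reagent, then RGS4 at 900nM (2x) plus Transcreener GDP mix added; fluorescence polarization (620/688 nm) read before and after 90 min at 30 °C.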
# Tb PGK inh – T. brucei PGK inhibition; PGK/GAPDH coupled, Kinase-Glo luminescence, 60 min; Potency, µM (highest dose often 57.5 µM), for the others: top-dose activity change, negative = inhibition, most hits filed as inhibitors; hit rate 0.043% among 380,000; AID 602233; P07378; note: % is set by controls: 0 for no effect and ±100 for the full control effect; nearly all actives have a fitted effect of over 60% in size
#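 Recombinant glycosomal PGK reaction used 1,3-bisphosphoglycerate generated in-well by GAPDH (100nM final) in 100mM TEA pH 7.6, 5mM MgCl2, 0.01% Tween-20. After 60 minutes at room temperature, ATP was read by Kinase-Glo Plus luminescence end-point.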
# HP1b binding inh – HP1-beta chromodomain-methylated histone interaction inhibition; hit rate 0.56% among 390,000; AlphaScreen HP1-beta / biotin-H3K9me3 peptide binding; Potency, µM (top dose mostly 114 µM), for the others: at the highest dose activity change, negative = inhibition, most hits filed as inhibitors; P83916; AID 540317; note: nearly all actives have a fitted effect of over 70% in size; inactives centre near 23
#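 AlphaScreen: HP1-beta (50 nM) preformed 30 min with biotin-H3(1-18)K9me3 peptide (50 nM) in PBS pH 7.4, 0.01% Tween-20. Compound added for 30 min at RT, then streptavidin donor/nickel chelate acceptor beads (10 ug/mL) for 30 min.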
# TrxR1 inh – rat TrxR1 inhibition. recombinant rTrxR1, NADPH fluorescence consumption, selenite substrate. AID 588453. O89049. Potency, µM (top dose mostly 114 µM), for inactives: at the top dose activity change, negative = inhibition, hits mostly inhibitors. hit rate 1% among 390,000; note: % is set by controls: 0 for no effect and ±100 for the full control effect; nearly all actives have a fitted effect of over 65% in size
#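 Rat TrxR1 (90 nM in the dispensed reagent) was pre-reduced with 400 uM NADPH for 5 min at room temperature, then incubated with compound for 15 min. After 400 uM selenite was added, NADPH fluorescence (Ex 340/Em 450 nm) was followed for 8 min.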
# * hit, by the source's call; i = inactive; ? = inconclusive; . = no result given; & = joins results of further samples; [ ] = dose if it differs, or a comment. Unless noted, calls come from the whole dose curve; as a rule, active = well fitted curve in the direction sought with a large enough effect; inconclusive = small, poorly fitted or top-dose-only effect, or another doubt; inactive = no such curve, though single readings can be large; an effect the other way counts as inactive or inconclusive. Potency is the fitted concentration of half-maximal effect. Not all compounds are listed; count on the stated rates, not on these rows.
SMILES,ERG-DNA inh,GLS inhibitor,ALOX12 inh,JMJD2A Tudor,Pin1 inhibitor,RGS4 inh,Tb PGK inh,HP1b binding inh,TrxR1 inh
COc1ccc(CNCCC(c2ccc(OC(C)C)cc2)c2ccccc2OC)cc1OC (stereo not given),2%,-6%,-65%,-31%,-2%,-5%,-5%,?,13%[57.1 µM]
Cc1ccc(CN2CCNC(=O)C2CC(=O)NCCCn2ncc3ccccc32)o1 (stereo not given),4%,-2%,-12%,-20%,-1%,6%,0%,16%,?
COC(=O)c1cc2sc(C)cc2n1CC(=O)Nc1cccc(SC)c1,-1%,-15%,-16%,-16%,?,8%,0%,3%,19%
CN(C)C(=O)CSc1nnc2sc3ccccc3n12,11%,7%,-8%,6%,-7%,6%,-1%,21%,15%[57.1 µM]
CCCNS(=O)(=O)c1ccc(OCC(=O)Nc2ccccc2F)cc1,-20%,-19%,-5%,-1%,6%,17%,-8%,55%[activator],-14%
COC(=O)Nc1ccc(C)cc1NC(=O)OC,-2%,-2%,8%,-16%,1%,6%,i,23%,1%
COc1ccc(CCNC(=O)CCC(=O)N2CC(C)Oc3ccc(Cl)cc32)cc1OC (stereo not given),-4%,-2%,7%,-5%,2%,-6%,-2%,26%,8%[57.1 µM]
O=C(CN1CCOCC1)N/N=C/c1cc2ccccc2nc1Cl,-2%,1%,453%[activator],6%,-6%,-22%,-2%,25%,-15%
Cc1nn(-c2ccc(F)cc2)c(Cl)c1/C=N/NC(=O)c1ccc(O)cc1,0%,-15%,-2%,-10%,7%,5%,9%,12%,10%[57.1 µM]
CSc1ccc(C(c2c(C)[nH][nH]c2=O)c2c(C)[nH][nH]c2=O)cc1,-3%,12%,?,-36%,-6%,?,-9%,14%,3%
Cc1ccc(N(C)C(=O)C2CCN(S(=O)(=O)c3c(C)noc3/C=C/c3c(C)cc(C)cc3C)CC2)cc1,-5%,3%,?,-24%,3%,19%,7%,2%[57 µM],27%[57.1 µM]
CNC(=S)Nc1cc2oc3ccccc3c2cc1OC,2%,-3%,437%[activator],-28%,1%,-29%,-9%,20%,-12%
Cc1oc(-c2ccccc2)nc1Cn1c(=O)cc(-c2ccccc2)c2c(C)nn(C)c21,3%,0%,-14%,-25%,-6%,-21%,i,-6%,26%[57.1 µM]
COc1cc(-c2noc(CCC(=O)Nc3cccnc3)n2)cc(OC)c1OC,5%,-5%,0%,-11%,4%,28%,17%,23%,-3%[57.1 µM]
COc1cccc(-c2nnn(CCc3nn[nH]n3)n2)c1,1%,1%,-11%,-34%,0%,6%,1%,40%[activator],-9%[57.1 µM]
Cc1nc(N2CCOCC2)c2c(C(=O)N3CCN(c4ccccc4F)CC3)c(C)oc2n1,-10%,-6%,-17%,-8%,2%,18%,i,52%[activator],4%
CNC(=O)CS(=O)(=O)CC(=O)Nc1cc(OC(C)C)c(Cl)cc1Cl,7%,3%,-7%,-9%,4%,-29%,0%,24%,12%[57.1 µM]
CCc1noc(C)c1C(=O)NCCc1ccc(Cl)cc1,-1%,-1%,-29%,-7%,2%,2%,4%,-10%,6%[57.1 µM]
O=C(CN1C(=O)/C(=C/c2ccccc2F)Sc2ccccc21)N1CCN(c2ccccn2)CC1,-4%,-8%,4%,-14%,-7%,0%[11.4 µM],-5%,12%,27%
CC(C)n1c(SCC(=O)Nc2ccccc2N2CCOCC2)nc2c1c(=O)n(C)c(=O)n2C,-7%,34%[activator],0%,2%,-1%,-12%,7%,29%,18%[57.1 µM]
c1ccc(Nc2c(-c3ccco3)nc3ccccn23)cc1,0%,14%,-11%,-34%,-1%,-11%,5%,-19%,-1%
Cc1ccc(S(=O)(=O)Oc2ccc(/C=C3/C(=N)N4C(=NC3=O)SN=C4S(C)(=O)=O)cc2)cc1,11%,5%,?,?,?,?,0%,-7%[57 µM],-31%
Cc1nnc(N2C(=O)C(O)=C(C(=O)c3ccco3)C2c2ccc(C(C)(C)C)cc2)s1 (stereo not given),3%,18%,7.9µM*,-31%,?,-12%,i,29%,-19%
COc1ccccc1NC(=O)CSc1nnc(Cn2cnc3ccccc32)o1,-4%,0%,-2%,-6%,-7%,-4%,3%,30%,17%[57.1 µM]
C/C(=N/N=C(\C)c1ccccc1O)c1ccccc1O,-2%,-11%,-6%,-5%,?,3%,-7%,26%,-4%
COc1ccc(CN(Cc2cc3cccc(C)c3[nH]c2=O)C(=O)N(C)C)cc1,3%,-8%,-2%,0%,-4%,-31%,i,37%,8%[57.1 µM]
O=C(O)C[C@H]1c2ccc(C(F)(F)F)cc2S(=O)(=O)N1Cc1ccccc1,3%,3%,-1%,-16%,0%,20%,-6%,28%,-1%&-3%
Cc1ccc(S(=O)(=O)N2CCN(CCNC(=O)C(=O)Nc3ccc(F)cc3)CC2)cc1,12%,-4%,18%&13%,1%,2%,-26%,i,36%,14%
CNc1[nH]ncc1[N+](=O)[O-],-12%,0%,26%,-3%,-12%,-15%,i,38%[activator],15%[11.4 µM]
COc1cc(C(=O)OCCCN=C2NS(=O)(=O)c3ccccc32)cc(OC)c1OC,4%,2%,-5%,-11%,2%,-6%,-3%,-4%,-14%
Cc1ccc(CNC(=O)CCc2c(C)nc3c(c(C)nn3-c3ccccc3)c2C)cc1,0%,4%,-8%,-6%,4%,-7%,5%,21%,1%
CC(OC(=O)Cn1[nH]c(=O)c2ccccc2c1=O)C(=O)Nc1cccc(Cl)c1 (stereo not given),-11%,-2%,?,-8%,3%,-7%,4%,16%,0%
c1ccc(-n2nnnc2Sc2ncnc3sc4c(c23)CCCC4)cc1,2%,5%,0%,-5%,6%,14%,5%,43%[activator],-7%
COc1ccc(Sc2nc(-c3ccccc3)ncc2C(=O)O)cc1,8%,14%,-66%,-5%[11.4 µM],1%,?,-3%,7%,38%[57.1 µM]
COc1ccc(S(=O)(=O)N(C(C)=O)c2ccc3oc(=O)sc3c2)cc1,-1%,11%,?,?,-2%,?,4%,35%[activator],-13%
C[C@H](CO)N1C[C@H](C)[C@H](CN(C)Cc2ccc(-c3ccccc3)cc2)Oc2ccc(NS(=O)(=O)c3ccccc3)cc2CC1=O,18%,8%,.,?,33%[activator],8%,-3%,5%,0%[57.1 µM]
Cc1ccccc1C(=O)Nc1ccc(S(=O)(=O)N2CCC(c3nc4ccccc4s3)CC2)cc1,1%,-3%,-22%,-17%,-9%,14%,-1%,4%,17%
Cc1cc(N2CCN(C)CC2)nc2ccc(NC(=S)NCCC(C)C)cc12,1%,26%,?,?,-3%,-24%,.,-4%,?
CN(C)S(=O)(=O)c1cccc(NC(=S)NCCCn2ccnc2)c1,6%,-9%,0%,-4%[57.1 µM],-14%,-17%,i,14%,24%[57.1 µM]
CCN(C(=O)C1CCN(c2ncnc3c2nc2n3CCCCC2)CC1)c1cccc(Cl)c1,5%,1%,-22%,-11%,-4%,3%,1%,27%,9%
CC(C)CC(C(=O)NCC1CCCO1)N(C(=O)Cn1nnc(-c2ccc(F)cc2)n1)c1cccc(C(F)(F)F)c1 (stereo not given),7%,.,-3%,-4%,-1%,4%,-3%,9%,25%
CCc1nnc(NC(=O)C2CCCN2S(=O)(=O)c2ccc(F)cc2)s1 (stereo not given),-2%,-16%,8%,-8%[57.1 µM],-4%,21%,5%,39%[activator],-10%
O=C(c1cc(S(=O)(=O)N2CCCCC2)c(Cl)cc1N1CCOCC1)N1CCOCC1,3%,4%,437%[activator],-9%,?,-4%,-7%,20%,0%
Cc1nn(Cc2ccccc2Cl)c(C)c1N,0%,8%,16%,-23%,-11%,12%,4%,10%,-12%
CC(=O)N(C)c1nnc(-c2ccccn2)s1,1%,-5%,10%,-19%,5%,1%,-5%,43%[activator],-13%
CC(OC(=O)c1ccc2c(c1)OCCO2)C(=O)NC1CCCCC1C (stereo not given),1%,-3%,0%,-10%,0%,2%,10%,5%,5%[57.1 µM]
CC(C)(C)C1CCC(=NNC(=S)Nc2cccnc2)CC1 (stereo not given),-10%,-26%,-14%,?,1%,-29%,i,18%,-23%
O=C(COC(=O)c1cccnc1Cl)NC1CCCCC1,5%,-3%,331%[activator],-4%,0%,8%,i,29%,10%
COc1ccccc1Cc1nc2ccccc2nc1SCC(=O)Nc1c(C)cccc1C,0%,5%,-11%,-14%,?,21%,-5%,22%[57 µM],6%[57.1 µM]
O=C(O)C1CC=CC2CCN(C3CCCCC3)C(=O)C21 (stereo not given),.,.,.,-6%,-13%,4%,.,41%[activator],4%
COc1ccc(F)cc1S(=O)(=O)Nc1ccncc1,13%,-4%,0%,-3%,-1%,-4%,i,43%[activator],20%
Cc1oc(-c2cccc(Cl)c2)nc1CN1CCC(C(=O)NCCc2ccc(Cl)cc2)CC1,-3%,-3%,-20%,-22%,-1%,-17%,-11%,9%,22%
CC(=O)c1c(N(C)C)ccnc1C(F)(F)F,3%,?,0%,-5%,1%,-4%,-3%,52%[activator],-20%
